Compound activity: PubChem, ICCB-Longwood Screening Facility, Harvard Medical School
Polio RdRp inh: inhibitors of poliovirus RNA polymerase binding and polymerization. P03300. poliovirus polymerase elongation, fluorescence polarization; active compounds read low. % elongation, % (compound at 16.7 µg/mL). 150,000 tested, 0.66% active. AID 588519; in the data active = % elongation below about 90%; also: some results filed as inactive read as strong as hits
Target sequence (P03300 1749-2209 limits assumed): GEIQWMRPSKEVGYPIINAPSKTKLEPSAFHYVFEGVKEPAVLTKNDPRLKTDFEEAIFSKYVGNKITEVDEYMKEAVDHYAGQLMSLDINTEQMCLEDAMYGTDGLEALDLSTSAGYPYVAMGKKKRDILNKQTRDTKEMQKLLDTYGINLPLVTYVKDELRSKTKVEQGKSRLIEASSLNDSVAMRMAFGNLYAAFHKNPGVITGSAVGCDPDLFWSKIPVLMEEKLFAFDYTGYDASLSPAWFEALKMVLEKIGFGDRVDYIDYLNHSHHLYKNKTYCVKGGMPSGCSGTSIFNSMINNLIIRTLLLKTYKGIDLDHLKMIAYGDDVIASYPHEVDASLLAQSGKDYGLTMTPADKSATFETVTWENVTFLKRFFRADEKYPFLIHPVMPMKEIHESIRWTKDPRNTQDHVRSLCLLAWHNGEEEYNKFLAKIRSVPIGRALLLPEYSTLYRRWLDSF
Polio RdRp inh FP z-score: further read-out of Polio RdRp inh, marked with its call; z-score; measured here: FP z-score; hits read low
Starred values were filed as active, the others as inactive; & = joins results of further samples. An excerpt; count on the stated rates, not on these rows.

SMILES	Polio RdRp inh	Polio RdRp inh FP z-score
Cc1ccc(/C=C/c2onc(C)c2S(=O)(=O)N2CCC(C(=O)N3CCC(N(C)C(C)C)CC3)CC2)cc1	100	-1.7
Cc1ccc(N2CCN(C(=O)c3cccs3)CC2)c(C)c1	107	0.5
CSc1ccccc1NC(=O)CN(C)S(=O)(=O)c1ccccc1Cl	105	0.2
COc1ccc(CCNC(=O)c2ccc(Sc3ccc(C)cc3)c(NC(C)=O)c2)cc1OC	99	-1.6
Cc1cc(N2CCOCC2)nc(N2CCOCC2)n1	97	-0.4
COCCN(C(=S)Nc1cccc(Cl)c1C)C(C)c1ccccn1 (configuration not stated)	101	-0.5
CC(=O)NS(=O)(=O)c1ccc(N=NN2CCCCC2)cc1	102	-0.2
Cn1c(=O)cc(SCC(=O)NCc2cccnc2)c2ccccc21	100	-0.9
Cc1nc(-c2ccc(Cl)cc2)c(-c2ccccc2)s1	99	-0.7
COc1cccc(CNC(=O)c2cc3ccccn3n2)c1	99	-0.2
COc1cccc(CNC(=O)c2nnc(Cc3ccc(Cl)cc3)o2)c1	108	0.6
O=C(O)c1cc(N2N=C(C(F)(F)F)/C(=C/c3ccc(-c4ccccc4)o3)C2=O)ccc1Cl	92	-0.9
CCOC(=O)c1cnc2c(Cl)c(Cl)ccc2c1N(C)Cc1ccccc1	102	0.3
CCCCCCC1CC(=O)NC(=O)N1 (configuration not stated)	99	-0.8
Cc1cccc(C)c1Nc1nc2ccccc2o1	103	0.8
Cc1ccc2oc(-c3ccccc3)c(CN3CCOCC3)c(=O)c2c1	101	-0.1
NNC(=O)CNC(=O)C1COc2ccccc2O1 (configuration not stated)	104	0.7
Cc1[nH]c2ccccc2c1C=Nc1ccc(Cl)cc1C(=O)c1ccccc1	103	0
O=C1NC(=O)/C(=C\c2cn(Cc3ccccc3F)c3ccccc23)N1	99	-0.3
Cc1oc2cc(OC(C)C)ccc2c(=O)c1-c1ccccc1	100	0
O=C(CCCn1c(=O)c2cccn2c2ccccc21)N1CCCCC1	102	0.5
Cc1cccc2sc(N)nc12	98	-1.1
CC(C)Cn1cc(C(=O)NCc2cccnc2)c2c3ccccc3n(C)c2c1=O	100	-0.1
COc1ccc(NC(=O)c2cc(-c3cccs3)nc3ccccc23)cc1	106	0.3
O=C(NC1CC1)C1CCN(c2cnccn2)CC1	103	0.6
Clc1c(-c2nnc3n2CCC3)sc2ccccc12	102	0.3
Cc1coc2cc3oc(=O)c(CC(=O)NCCc4ccccc4F)c(C)c3cc12	111	0.6
Cc1cc(C(=O)COC(=O)Cc2ccsc2)c(C)n1NC(=O)c1ccccc1	100	-0.4
COc1cccc(C(=O)Nc2ccccc2C(=O)OCc2cc(=O)n3nc(C4CC4)sc3n2)c1	102	-1
O=C(Cn1cc(C(=O)c2ccco2)c2ccccc21)Nc1ccccc1	109&105	0.7&0.8
Cc1cc(=S)[nH]c2cc(Br)ccc12	100	-0.3
Cc1ccc(NC(=O)CCS(=O)(=O)c2cccc3nonc23)cc1Cl	103	-0.6
Cc1ccc(S(=O)(=O)NC(=O)N(C)CCc2ccccn2)cc1	106	0.3
CCCCNc1nc2c(S(=O)(=O)c3ccc(Br)cc3)nnn2c2ccsc12	100	-0.8
O=c1c2ccccc2nc2n1CC(=NCc1ccccc1)N(Cc1ccccc1)C2	103	0
COc1ccc(OC)c(NC(=O)C2CCN(S(=O)(=O)c3ccc4c(c3)CCCC(=O)N4)CC2)c1	106	-0.4
COc1ccc(Nc2ncc3c(n2)CC(c2ccccc2)CC3=O)cc1 (configuration not stated)	102	0
Cc1nc(C)c(-c2ccc(SCC(=O)Nc3ccccc3F)nn2)s1	110	0.6
O=C(O)Cn1c(CN2CCCCC2)nc2ccccc21	104	0.6
N#Cc1c(-n2ncnc2-c2ccccc2C(F)(F)F)sc2c1CCCCC2	107	0.4
Cc1cccc(O)c1O	102	0
CC(C)OC(=O)/C=C/c1cn(-c2ccccc2)nc1-c1cccs1	100	-0.5
O=C(CSc1nc(-c2ccco2)nc2cc(=O)[nH]n12)Nc1ccc(F)cc1	107	0.2
Cc1ccc(S(=O)(=O)Nc2ccc3c(c2)nc2n3CCN(Cc3ccccc3)C2)cc1	100	0.1
COc1ccc(CCNc2nc(C)cc(C)n2)cc1OC	99	-0.8
Cc1cc(NC(=O)CCC(=O)N(Cc2ccccc2)C2(C(=O)NC3CCCCC3)CCCC2)no1	103	0.4
Cc1c(C(=O)NCc2ccccc2Cl)sc2nc3n(c(=O)c12)CCCCC3	106	0
C=CCN1C(=O)C(Cc2ccc(O)cc2)NC1=S (configuration not stated)	101	-0.1
O=C(c1ccc2c(Cl)c3c(nc2c1)CCCC3)N1CCN(c2cccc(C(F)(F)F)c2)CC1	99	-0.4
Cc1ccc(OCCSc2nc3ccccc3n2CC(=O)N2CCCCC2)c(C)c1	113	1.1

Structures from the list above that have a thiophene ring, fused or not (8):
SMILES	Polio RdRp inh	Polio RdRp inh FP z-score
Cc1ccc(N2CCN(C(=O)c3cccs3)CC2)c(C)c1	107	0.5
COc1ccc(NC(=O)c2cc(-c3cccs3)nc3ccccc23)cc1	106	0.3
Clc1c(-c2nnc3n2CCC3)sc2ccccc12	102	0.3
Cc1cc(C(=O)COC(=O)Cc2ccsc2)c(C)n1NC(=O)c1ccccc1	100	-0.4
CCCCNc1nc2c(S(=O)(=O)c3ccc(Br)cc3)nnn2c2ccsc12	100	-0.8
N#Cc1c(-n2ncnc2-c2ccccc2C(F)(F)F)sc2c1CCCCC2	107	0.4
CC(C)OC(=O)/C=C/c1cn(-c2ccccc2)nc1-c1cccs1	100	-0.5
Cc1c(C(=O)NCc2ccccc2Cl)sc2nc3n(c(=O)c12)CCCCC3	106	0

(further entries)
SMILES	Polio RdRp inh	Polio RdRp inh FP z-score
Cc1[nH]n(-c2ccccc2)c(=O)c1/C=C1\C=NN=C1c1ccccc1	100	0
CC(=O)Nc1sc(C)c(C)c1CN1CCCC(C)C1 (configuration not stated)	104	0.3
CC(C)Oc1cccc(C(=O)n2cnnc2N)c1	101	-0.2
COc1cccc(C2=NS(=O)(=O)N(C)C(C(=O)N3CCCC3)=C2)c1	103	0.7
O=C(NCc1ccccc1)c1ccc2ccccc2n1	100	-0.8
O=C(NCCCn1ccnc1)c1cnn2c1NC(c1ccccc1)CC2C(F)(F)F (configuration not stated)	101	0.2
CCn1c(=O)cc(OCC(=O)N2CCC3(CC2)OCCO3)c2ccccc21	100	-0.5
N#CCCn1nc(-c2ccc(F)cc2)ccc1=O	106	0.7
O=C(O)c1cccc(Nc2ncnc3ccc(Br)cc23)c1	103	-0.5
Cc1sc2c(c1C)c(=O)n(-c1cccc(C(F)(F)F)c1)c(=O)n2Cc1ccccc1C#N	111	1.2
COc1cc(C(=O)NCc2nc3ccccc3n2C(C)C)cc(OC)c1OC	101	0.1
Clc1ccc2c(N3CCNCC3)ccnc2c1	104	0.5
Cc1cccc(C(=O)Nc2ccc(N(C)C)cc2)c1	101	-0.1
O=C(CSC1=NCCS1)c1ccc(Cl)s1	111	1.1
COc1ccc(NC(=O)C2=C(C)Nc3c(C(=O)Nc4ccc(C)cc4)cnn3C2c2cc(OC)ccc2OC)cc1 (configuration not stated)	108	0.3
COc1ccc(NC(=O)CCN2CCN(CCO)CC2)cc1	104	0
O=CNc1ccccc1Oc1c(F)c(F)c(F)c(F)c1F	99	-0.5
CC(C)(CNC(=O)Cc1ccccc1F)N1CCOCC1	101	-0.1
CC1CCCC(=O)C1 (configuration not stated)	97	-0.4
Cc1ccc(C)c(N2CCN(C(=O)CN3C(=O)COc4ccc(S(=O)(=O)N5CCOCC5)cc43)CC2)c1	104	-0.2

Gathered by group: the compounds so far with a cyano group (3)
SMILES	Polio RdRp inh	Polio RdRp inh FP z-score
N#Cc1c(-n2ncnc2-c2ccccc2C(F)(F)F)sc2c1CCCCC2	107	0.4
N#CCCn1nc(-c2ccc(F)cc2)ccc1=O	106	0.7
Cc1sc2c(c1C)c(=O)n(-c1cccc(C(F)(F)F)c1)c(=O)n2Cc1ccccc1C#N	111	1.2

More entries follow:
SMILES	Polio RdRp inh	Polio RdRp inh FP z-score
Cc1ccc2c(c1)sc(=NC(=O)/C=C/c1ccc(Br)o1)n2C	103	0.2
c1nncn1N=C1CCCCCC1	100	-0.2
O=C(c1ccccc1NS(=O)(=O)c1cccc2nsnc12)N1CCOCC1	100	-0.4
Cc1cc(C(=O)CSc2nnc(-c3c[nH]c4ccccc34)o2)c(C)n1C1CC1	99	-0.1
CCOC(=O)c1ccc(NC(=O)c2c(NCc3cccc(OC)c3OC)sc3c2CCC3)cc1	112	1
O=C(OCC(=O)N1CCc2ccccc21)c1sc2ccccc2c1Cl	101	-0.4
Cn1/c(=N/N=C2\CCCCC2=O)sc2ccccc21	126	2.2
O=C(NCc1cccnc1)c1nn(-c2ccccc2F)nc1CO	99	-1.8
CCn1ccc(C(C)C)c1-c1ccccc1	103	0.1
CCCN(CCC)S(=O)(=O)c1cccc(S(C)(=O)=O)c1	101	-0.3
CCOCCCNC(=O)C1CCN(C(=O)c2cc3sccc3n2C)CC1	108	0.4
COc1ccc2[nH]c(C)c(CCNS(=O)(=O)c3cc(F)ccc3OC)c2c1	109	1
O=C(CN1c2ccccc2S(=O)(=O)c2ccccc21)NC1CCCCCC1	104	1.4
COc1ccc(CNC(=O)c2ccc(-c3nc(CSc4ccccc4)c(C)o3)cc2)cc1OC	109	0.3
CN(Cc1ccco1)C(=O)c1noc2c1CSc1ccccc1-2	100	-1.1
Cc1ccc(Cl)c(C(=O)NC2=CC(=O)CC(C)(C)C2)c1	103	0.2
Cc1ccc(NCc2nnc(SCc3cc(C)ccc3C)o2)c(C)c1	101	0
Cc1oc2ncnc(N3CCCCC3)c2c1C(=O)Nc1cccc(Cl)c1C	99	-1.1
O=c1cnnc(N2CCCCC2)[nH]1	103	0.6
O=c1cnn(Cc2cccc(C(F)(F)F)c2)c2ccccc12	99	-0.3

Compounds above containing a COOH group (3):
SMILES	Polio RdRp inh	Polio RdRp inh FP z-score
O=C(O)c1cc(N2N=C(C(F)(F)F)/C(=C/c3ccc(-c4ccccc4)o3)C2=O)ccc1Cl	92	-0.9
O=C(O)Cn1c(CN2CCCCC2)nc2ccccc21	104	0.6
O=C(O)c1cccc(Nc2ncnc3ccc(Br)cc23)c1	103	-0.5

Next part
SMILES	Polio RdRp inh	Polio RdRp inh FP z-score
CCNC(=O)c1cccc(NC(=O)CCCc2nc3ccccc3c(=O)[nH]2)c1	103	0
CC1(C)CC(=O)CC(C)(C)N1OC(=O)c1ccccn1	98	-0.5
COc1ccc(/C=N/OCC(=O)Nc2ccc3c(c2)OCO3)c(OC)c1	108	0.6
Cc1ccc(C(=O)N2c3ncnn3C3(CCCCC3)[C@@H]3CCCC[C@@H]32)cc1	106	0.2
Cc1ccc(-c2nc3c4c(-c5ccccc5)c(-c5ccccc5)oc4ncn3n2)cc1	107	0.7
CCCN(CCC)CCCNC(=O)c1cc2c(-c3ccc(OC)c(OC)c3)nn(C)c2s1	83*	-3.2*
C=CCn1cnc2scc(-c3ccccc3)c2c1=O	101	-0.2
Cc1nc2c(C(=O)NCc3ccccc3Cl)c[nH]n2c(=O)c1Cc1cccc(Cl)c1	101	-0.3
COc1ccc(Nc2oc(/C=C/c3ccc(OC)c(OC)c3)nc2C#N)cc1	103	-1.4
COc1ccc2c(c1)-c1c(ssc1=S)C(C)(C)N2	92	-1.3
Cc1ccc(S(=O)(=O)N(c2nc(NC(C)C)nc(NC(C)C)n2)n2cnnc2)cc1	103	0.5
CCC(C(=O)Nc1ccccc1OC)n1c(C(=O)OC)cc2sc(Cl)cc21 (configuration not stated)	107	0.3
Cc1ccc(C=Nc2ccc(N=Cc3ccc(C)s3)cc2)s1	109	0.7
CCOC(=O)c1cc(NC(=O)c2ccccc2)c(=O)n2c1oc1ccccc12	99	-1
Cc1c(C(=O)NC2CCCCC2)c(C)n2cn[nH]c(=O)c12	104	0.7
O=C1N=C(N2CCCC2)S/C1=C\c1ccccc1O	101	-0.2
COc1ccc(-c2cc(C(F)(F)F)nc(S(C)(=O)=O)n2)cc1	100	-1.6
O=C(NC1CCCC1)c1cncc(NS(=O)(=O)c2ccccc2)c1	101	0.3
CC(=O)N(Cc1cccnc1)c1nc2c(C)c(C)ccc2s1	109	0.6
CCN1CN=C(SCc2c(C)c(C)c(C)c(C)c2C)NC1	98	-0.8
O=C(Cc1nc2scc(-c3ccccc3)c2c(=O)[nH]1)N1CCOCC1	103	0.3
Cc1ccc(CCC(=O)C(C#N)c2nc3ccccc3s2)o1 (configuration not stated)	100	-0.5
Cc1cc(C)n(C(CC(=O)N2CCc3ccccc3C2)C(=O)O)n1 (configuration not stated)	103	0.5
CC(OC(=O)C1=NN(c2ccccc2)C(=O)CC1)C(=O)Nc1ccc(S(N)(=O)=O)cc1 (configuration not stated)	99	-0.8
COc1ccc(C2C=C(c3ccc(Br)cc3)Nc3nnnn32)c(OC)c1 (configuration not stated)	101	-0.5
Cc1cc2nc(N3CCc4ccccc4C3)c3ccccc3n2n1	107	1.1
Cc1ccccc1S(=O)(=O)Cc1ccc(C(=O)NCCN2CCN(c3cccc(Cl)c3)CC2)o1	100	-0.4
CC(=O)Nc1ccc(NC(=O)C(C)C)nc1	104	0.5
Cc1[nH]nc2c1C(=O)CC(C)(C)C2	101	0.3
C[n+]1ccc(/C=C/c2cccs2)cc1	106	0.3
O=C(Nc1ccc(S(=O)(=O)N2CCCCCC2)cc1)C1CC(=O)N(c2ccccc2)C1 (configuration not stated)	105	0.7
CCOC(=O)c1c(NC(=O)CSc2cn(CCNC(=O)c3ccccc3F)c3ccccc23)sc2c1CCCC2	99	-1.8
COc1ccc(-c2noc(CN3CCC(C(=O)NCCC4=CCCCC4)CC3)n2)cc1OC	102	0
CCn1c(C)nc2cc(C(=O)N=Nc3c(O)[nH]c4ccccc34)ccc21	99	-0.4
[O-][n+]1onc2cc(Cl)ccc21	97	-1.3
COc1ccc(C2C(C#N)=C(N)N(c3ccccc3)C3=C2C(=O)CC(C)(C)C3)cc1OC (configuration not stated)	101	0.3

Reprinted from above, 3 compounds:
SMILES	Polio RdRp inh	Polio RdRp inh FP z-score
CCn1c(C)nc2cc(C(=O)N=Nc3c(O)[nH]c4ccccc34)ccc21	99	-0.4
[O-][n+]1onc2cc(Cl)ccc21	97	-1.3
COc1ccc(C2C(C#N)=C(N)N(c3ccccc3)C3=C2C(=O)CC(C)(C)C3)cc1OC (configuration not stated)	101	0.3
